Assay outcomes from PubChem.
BRCA1 expr up – BRCA1 expression activation; AID 624202; Potency, µM (doses to about 46.1 µM), for inactives: top-dose activation, most hits filed as activators; 380,000 tested, 1.1% active; MCF7-BRCA1-FFLuc reporter, luminescence, 48 h; response scale: scaled: vehicle 0%, 10 µM genistein 100%; note: potency is the fitted concentration of half-maximal effect; nearly all actives have a fitted effect of over 80% in size; some results filed as inactive show a strong effect at the top dose
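MCF7-BRCA1-FFLuc, 2000 cells/well; 2 h attach, 37 °C/5% CO2; compound 48 h; luciferase substrate 15 min; luminescence end-point. Norm. to genistein 10 microM max activation and DMSO; concentration-response curves fitted.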
B2AR arrestin – beta2AR (human) beta-arrestin recruitment activity; 330,000 tested, 0.02% active; AID 492947; Potency, µM (doses to about 46.1 µM), without a hit: at the highest dose activation, actives largely listed as activators; beta-arrestin recruitment to beta2AR, cell-based reporter;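 note: potency is the fitted concentration of half-maximal effect; 0% = DMSO controls and full agonism = EC100 isoproterenol or metaproterenol; nearly all actives have a fitted effect of over 65% in size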
p53 reactivation – re-activators of mutant p53. H1299 p53-A138V BP100-luciferase reporter, luminescence, 24 h. AID 504706. 320,000 tested, 0.063% active. Potency, µM (doses to about 92.2 µM), inactives show top-dose activity change, positive = activation, usual class: activators; note: potency is the fitted concentration of half-maximal effect; % of control where 0% means no effect; nearly all actives have a fitted effect of over 45% in size
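p53-null H1299 cells stably carrying temperature-sensitive p53-A138V and a BP100-luciferase reporter were pinned with compounds (4-point, 1:5 series) and held 24 hrs at 37 deg C. Luminescence was read 10 min after detection reagent.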
a7 integrin act – activators of alpha7 integrin expression for muscular dystrophy; 350,000 tested, 0.064% active; alpha7betagal myoblasts, beta-gal FDG fluorescence, 48 h; Potency, µM (highest dose often 38.3 µM), for the others: at the top dose activation, hits mostly activators;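 note: potency is the fitted concentration of half-maximal effect; 100% = response of the positive control SU9516; nearly all actives have a fitted effect of over 60% in size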
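Alpha7betagal+/- myoblasts (passage 13) were plated 16-24 hr, then exposed to compounds (1:260 dilution of DMSO stock) for 48 hours at 37C. After MPER lysis, β-galactosidase reporter activity was read as FDG fluorescence (ex 480/em 540) after 30 minutes.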
TSG101-PTAP inh – blocks PTAP/TSG101 interaction to inhibit HIV-1 budding. Fluorescence polarization, FITC-PTAP peptide / Tsg101 binding. Potency, µM (series often up to 115 µM), for inactives: at the top dose activity change, negative = inhibition, usual class: inhibitors. 340,000 tested, under 10 active. AID 493005; active = well fitted inhibition curve with a large enough effect in the main read-out, with a control signal flat, not every such curve was filed as active; inconclusive = small, poorly fitted or top-dose-only effect, or effect the other way, or a change in a side signal; inactive = no such curve, though single readings can be large or run the other way; note: potency is the fitted concentration of half-maximal effect; % of control where 0% means no effect
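Tsg101 binding domain (10 uM final) was mixed with compound and a FITC-labeled PTAP peptide (50 nM final) in HEPES pH 7.5 buffer with NaCl, Tween 20, EDTA and TCEP; fluorescence polarization was read after 20 min at r.t.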
TCR activator – activators of T cell receptors; 330,000 tested, under 10 active; primary human leukocytes, anti-CD3, IL-2 HTRF, 48 h; Potency, µM (series often up to 9.22 µM), for inactives: at the highest dose activation of IL-2 secretion, hits mostly activators; note: % of control where 0% means no effect
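Human primary leukocytes + a-CD3 beads + cpd, 48 hr; IL-2 in supernatant by HTRF (ex 320nm / em 665nm). No co-stimulatory signal supplied.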
ELG1 repair inh – blocks ELG1-dependent DNA repair in HEK293T cells. Potency, µM (highest dose often 46.1 µM), for the others: top-dose activity change, negative = inhibition, usual class: inhibitors. HEK293T ELG1-luciferase reporter, luminescence, 16 h; DNA damage induced by 5-fluorouridine. AID 504467. 330,000 tested, 2.3% active; note: potency is the fitted concentration of half-maximal effect; % is set by controls: 0 for no effect and ±100 for the full control effect; nearly all actives have a fitted effect of over 55% in size
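Overnight (16 hr) co-exposure of 2,000 cells/well to 5-fluorouridine and compound at 37 °C preceded detection. Luciferase was quantified via ONE-Glo luminescence; loss of signal denotes inhibition.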
MLL CXXC-DNA inh – MLL CXXC-DNA interaction inhibition; Q03164; MLL-CXXC / FITC-HOXA9 DNA fluorescence polarization; Potency, µM (series often up to 115 µM), for the others: at the highest dose activity change, negative = inhibition, usual class: inhibitors; 290,000 tested, 0.037% active; AID 2662; active = well fitted inhibition curve with a large enough effect in the polarisation, with a control signal flat, not every such curve was filed as active; inconclusive = small, poorly fitted or top-dose-only effect, or effect the other way, or a change in a side signal; inactive = no such curve, though single readings can be large or run the other way; the % refers to the polarisation; note: potency is the fitted concentration of half-maximal effect
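Fluorescence polarization: 7 uM MLL-CXXC (stock) preincubated 5 min with compounds, then 50 nM fluorescein-HOX-A9 DNA (stock) added; 30 min ambient. Buffer 50 mM Tris-HCl pH 7.5, 50 mM NaCl, 1 mM DTT, 0.05% BSA.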
TRPV1 agonist – agonists of human vanilloid receptor 1 (TRPV1); 320,000 tested, 0.19% active; TRPV1-expressing cells, Fluo-8 calcium influx, agonist mode; activation, % at 8.33 µM; in the data active = activation above about 80%; inconclusive = between about 30% and that limit; note: 0% is about no effect
Target sequence (Q8NER1 whole entry, looked up): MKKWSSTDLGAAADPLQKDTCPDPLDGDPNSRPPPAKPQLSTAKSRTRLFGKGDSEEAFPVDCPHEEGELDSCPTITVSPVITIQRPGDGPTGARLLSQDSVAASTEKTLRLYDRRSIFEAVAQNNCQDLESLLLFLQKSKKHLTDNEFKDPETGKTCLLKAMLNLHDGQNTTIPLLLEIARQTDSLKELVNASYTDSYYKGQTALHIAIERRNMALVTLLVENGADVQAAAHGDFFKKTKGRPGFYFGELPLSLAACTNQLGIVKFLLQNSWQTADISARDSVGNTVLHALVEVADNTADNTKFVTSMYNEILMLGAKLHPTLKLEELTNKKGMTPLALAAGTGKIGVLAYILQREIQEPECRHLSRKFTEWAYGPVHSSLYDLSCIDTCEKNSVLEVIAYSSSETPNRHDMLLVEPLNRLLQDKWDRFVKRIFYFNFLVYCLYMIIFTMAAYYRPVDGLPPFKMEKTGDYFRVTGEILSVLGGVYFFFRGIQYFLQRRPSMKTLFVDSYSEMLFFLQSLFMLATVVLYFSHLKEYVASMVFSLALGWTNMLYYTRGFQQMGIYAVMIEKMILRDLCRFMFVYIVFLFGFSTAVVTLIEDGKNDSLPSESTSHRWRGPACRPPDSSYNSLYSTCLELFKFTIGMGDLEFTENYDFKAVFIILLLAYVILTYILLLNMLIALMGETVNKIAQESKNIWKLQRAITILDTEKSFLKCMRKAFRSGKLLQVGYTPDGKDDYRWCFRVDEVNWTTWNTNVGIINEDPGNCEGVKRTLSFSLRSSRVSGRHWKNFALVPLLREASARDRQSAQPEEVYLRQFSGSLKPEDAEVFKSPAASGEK
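TRPV1-expressing cells were cultured overnight at 35.5C and loaded with Fluo-8 calcium dye for 40 to 90 min at room temperature. After a 10 s baseline, compound was added and calcium influx was read kinetically for 3 min (ex 480/em 520 nm).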
AT treatment – potential ataxia-telangiectasia treatments restoring KAP-1 phosphorylation | […] A-T fibroblasts, KAP-1 phosphorylation AlphaLISA; neocarzinostatin DNA damage 30 min before lysis | Potency, µM (series often up to 57.5 µM), inactives show at the top dose activation, most hits filed as activators | 320,000 tested, 0.19% active | AID 485349; note: potency is the fitted concentration of half-maximal effect; % of control where 0% means no effect; nearly all actives have a fitted effect of over 45% in size
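hTERT-immortalized A-T patient fibroblasts ([…]), 500 cells/well in OPTI-MEM, 1% FBS, got compounds for 60 min, then NCS for 30 min at 37C. Lysates were then assayed for phospho-KAP-1 by AlphaLISA (anti-pKAP1 donor, anti-KAP1 acceptor beads), 6 hr at 25C.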
Starred values were filed as active, the others as inactive; u = inconclusive; x = not tested or not shown; [ ] = remark or other dose. Unless noted, calls come from the whole dose curve; as a rule, active = well fitted curve in the direction sought with a large enough effect; inconclusive = small, poorly fitted or top-dose-only effect, or another doubt; inactive = no such curve, though single readings can be large; an effect the other way counts as inactive or inconclusive.

Screens in order – BRCA1 expr up	B2AR arrestin	p53 reactivation	a7 integrin act	TSG101-PTAP inh	TCR activator	ELG1 repair inh	MLL CXXC-DNA inh	TRPV1 agonist	AT treatment
- O=C(Oc1ccccc1)N1CCN(c2ccc(F)cc2)CC1
→ -1%	0.4%	-3%	-30%	-2%	3%	u	-6%	-1	8%
- Nc1ccc(NC2C[C@@H](C(=O)O)NC2=O)cc1 (stereo not given in full)
→ 8%	0.2%	9%	0%	-10%	-7%	-2%	-2%	-2	-4%
- CCCCN1CC2([N+](=O)[O-])C=CC(=O)C([N+](=O)[O-])(C1)C2CC(=O)c1ccccc1 (stereo not given)
→ -2%	-0.5%	-6%	-15%	-1%	-7%[46.1 µM]	15%	14%	1	10%
- Cc1ccccc1CN1CCC(C(=O)Nc2ccc(Oc3cccnc3)cc2)CC1
→ -19%	0.0%	8%	-44%	-4%	-5%	-15%	4%	12	2%
- NNC(=O)c1ccc(N2CCc3ccccc32)c([N+](=O)[O-])c1
→ -44%	0.1%	15%	17%	0%	x	-1%	20%	20	-21%
- COc1ccc(-n2c(SCC(=O)Nc3ccc(NC(C)=O)cc3)nc3c([nH]c4ccccc43)c2=O)cc1OC
→ -50%	1.9%	x	-25%	x	2%	-10%	-6%	-2	x
- O=c1[nH]c(-c2ccccc2)nn1-c1ccc(Br)cc1Br
→ 6%	-0.6%	x	12%	-9%	17%	-2%	-1%	3	8%
- Cc1ccc(-n2c(O)c(C=Nc3ccc4c(c3)OCO4)c3ccccc3c2=O)cc1C
→ -23%	-1.1%	-2%	-13%	-11%	3%	u	4%	24	-1%
- COC(=O)Nc1ccc(S(=O)(=O)N2CCCC(C(=O)Nc3cccc4c3OCCO4)C2)cc1 (stereo not given)
→ -17%	-0.2%	-2%	-2%	-4%	-1%	21µM*	7%	-2	-3%
- N=c1c2c3c(sc2ncn1Cc1ccccc1)CCCC3
→ -2%	-0.5%	5%	10%	-6%	2%[46.1 µM]	-2%	-6%	10	-2%
- CCCCNc1c(-c2cccc(-c3ccc(OC)cc3)c2)nc2ccc(C)cn12
→ -81%	-4.0%	-3%	-43%	-3%	-9%	3.2µM*	x	u	35µM*
- Cc1occc1-c1nnc(SCC(=O)NCCc2ccccc2)n1C(C)c1ccccc1 (stereo not given)
→ -4%	0.2%	1%	-3%	0%	9%	-19%	2%	6	2%
- Cc1nc(CS(=O)(=O)c2ccc(Cl)cc2)sc1C(=O)O
→ -1%	-1.1%	1%	5%	-4%	-2%	0%	8%	1	-2%
- Cc1cc(C)n(-c2cccc(CN(C)Cc3nc(-c4cnccn4)no3)c2)n1
→ 0%	0.2%	0%	17%	-6%	0%	u	3%	-3	3%
- CC(C)C[C@@H](CN=[N+]=[N-])N1CCN(C)CCC1=O
→ 15%	-0.5%	5%	29%	-4%	-5%	-19%	-5%	-2	7%
- CC(C(=O)Nc1sc2c(c1C#N)CCCCC2)N1C(=O)c2ccccc2C1=O (stereo not given)
→ -7%	3.0%	-8%	15%	-1%	14%[46.1 µM]	20%	0%	1	-4%
- CCCCN(CCCNC(=O)CN1C(=O)COc2ccc(S(=O)(=O)N3CCC(C)CC3)cc21)Cc1ccccc1
→ -2%	-0.9%	-9%	-1%	-11%	-2%	0%	10%	10	7%
- Cc1ccc(NS(=O)(=O)c2c(C)nc3sccn3c2=O)cc1C
→ 3%	-0.9%	x	1%	1%	0%	-9%	11%	5	15%
- Cc1cccc(C)c1OCc1cc(C(=O)NC2CCC2)no1
→ u	-0.2%	27%	11%	-1%	8%	u	11%	u	0%
- CC(C)NS(=O)(=O)c1ccc(OCC(=O)Nc2ccc3c(c2)OCCO3)cc1
→ -3%	0.2%	5%	2%	-10%	x	6%	0%	-1	8%
- O=C(CN1C(=O)c2ccccc2S1(=O)=O)NCCSCc1cccc(Cl)c1
→ 0%	-0.1%	-6%	13%	-2%	5%	-6%	12%	2	8%
- Cc1ccnc(NC(=O)c2ccc(S(=O)(=O)N3CCCC3)cc2)c1
→ 50%	-2.2%	2%	-11%	-1%	0%	u	x	14	1%
- Cc1ccc(C(=O)Cn2c(NCCO)nc3ccccc32)cc1
→ 0%	-1.0%	4%	13%	-4%	-4%	7%	-8%	1	15%
- Cc1ccc(-c2noc(C3CCN(S(=O)(=O)c4ccc5c(c4)OCCO5)CC3)n2)o1
→ -53%	0.0%	-10%	-48%[inhibitor]	3%	2%	23µM*	-2%	-1	9%
- CCCCC(CC(O)COCCC)c1n[nH]c(=S)n1-c1ccccc1 (stereo not given)
→ -3%	0.0%	2%	-20%	0%	0%	-1%	-31%	2	3%[11.5 µM]
- COc1ccccc1CC(=O)N(Cc1ccccc1)c1cccc(C)c1
→ -2%	-0.7%	-6%	21%	5%	-7%	-3%	u	3	2%
- COc1ccc(/C=C2\SC(=O)N(CCNC(=O)C3=COCCO3)C2=O)cc1
→ -1%	-0.3%	u	-17%	3%	2%	u	x	0	8%
- CCn1c(SCC(=O)N2CCc3ccccc32)nnc1-c1ccncc1
→ 10%	-0.3%	-17%	12%	-3%	-5%	-2%	-3%	-3	0%
- c1ccc(-c2noc(CN3CCN(C(c4ccccc4)c4ccccc4)CC3)n2)cc1
→ -9%	0.5%	1%	-14%	-9%	5%	0%	0%	-2	7%
- COCc1c(C(=O)Nc2ccc3nc(N4CCOCC4)sc3c2)oc2ccccc12
→ -93%[inhibitor]	0.9%	2%	u	0%	-2%	13µM*	x	-6	-10%
- Cc1ccc(C(=O)C2=C(O)C(=O)N(CCN3CCOCC3)C2c2ccccn2)o1 (stereo not given)
→ x	-0.8%	0%	x	x	x	11%	-1%	-3	6%
- CCC(CO)Oc1cc(NC(=O)c2ccc(N)cc2)c2ncn(C(C)C)c2c1 (stereo not given)
→ -38%	-0.5%	-7%	17%	-6%	-3%	u	x	x	2%
- COc1ccc(C(C#N)N2N=C(C)CC2c2ccccc2)cc1OC (stereo not given)
→ 9%	-1.0%	x	-10%	-4%	1%	-1%	13%	0	-9%
- CCC(C)NC(=O)c1ccccc1-c1ccccc1C(=O)NC(C)CC (stereo not given)
→ -29%	0.1%	-1%	-9%	-1%	-4%	-17%	-8%	11	-3%
- Cn1nc(C(=O)NC2CCCc3ccccc32)ccc1=O (stereo not given)
→ 0%	-0.3%	-5%	u	0%	x	13%	6%	0	0%
- O=C(CSc1nnc(C2CC2)n1-c1ccccc1)NC1CCS(=O)(=O)C1 (stereo not given)
→ 3%	-0.6%	-5%	27%	0%	x	7%	x	x	-9%
- Cc1ccc(S(=O)(=O)N/N=C\c2cn(CC(N)=O)c3ccccc23)cc1C
→ -45%	0.3%	-10%	8%	-9%	3%	9%	4%	-3	16%
- Cn1cc(C(=O)c2ccc(Cl)cc2Cl)cc1C(=O)N/N=C(\N)COc1ccc(F)cc1
→ -35%	0.2%	3%	-10%	-5%	-2%	-19%	7%	1	-2%
- Cc1ccc(C(=O)COC(=O)CCC(=O)Nc2cccc(Cl)c2)cc1[N+](=O)[O-]
→ -5%	3.4%	1%	-3%	1%	0%	6%	-13%	3	-1%
- CCOC(=O)CN1C(=O)C(O)(c2c(C)[nH]c3ccccc23)c2ccccc21 (stereo not given)
→ -23%	-0.2%	-1%	11%	-3%	-2%	0%	1%	3	10%
- OCCC1CN(Cc2cccc(-n3cccn3)c2)CCN1Cc1ccccc1 (stereo not given)
→ -18%	0.2%	8%	-2%	-4%	5%	-4%	-8%	4	0%
- COC(=O)[C@@H]1Cc2c([nH]c3ccccc23)C(C)N1C(=O)c1ccccc1 (stereo not given in full)
→ -24%	0.1%	0%	-27%	-6%	-2%	12µM*	15%	7	-11%
- Cn1cc(CNC(=O)c2cc(COc3ccc4c(c3)CCCC4)on2)cn1
→ -22%	0.7%	-11%	-20%	2%	3%	-27%	-7%	u	3%
- CC12CN(NC(=O)c3ccc(Cl)cc3)C3(C#N)CC1CCC23C (stereo not given)
→ -19%	-0.3%	-4%	21%	-1%	-1%	-5%	-27%	5	1%
- O=C(Nc1cccc(Cl)c1)N1CCN(C/C=C/c2ccccc2)CC1
→ 9%[1.84 µM]	-0.1%	1%	-38%[inhibitor]	-3%	1%	u	6%	17	2%

One compound at a time, as listed above. Order of screens: BRCA1 expr up, B2AR arrestin, p53 reactivation, a7 integrin act, TSG101-PTAP inh, TCR activator, ELG1 repair inh, MLL CXXC-DNA inh, TRPV1 agonist, AT treatment
CCC(CO)Oc1cc(NC(=O)c2ccc(N)cc2)c2ncn(C(C)C)c2c1 (stereo not given) as listed: -38%, -0.5%, -7%, 17%, -6%, -3%, u, x, x, 2%
COc1ccc(C(C#N)N2N=C(C)CC2c2ccccc2)cc1OC (stereo not given) as listed: 9%, -1.0%, x, -10%, -4%, 1%, -1%, 13%, 0, -9%
